# MKP-3 inhibition – MKP-3 phosphatase inhibitors, primary screen, biochemical, rat enzyme, in vitro (AID 425) | inhibition, % at 20 µM; hits with a dose series show IC50 in µM | actives 0.17% (n = 110,000) | recombinant MKP-3 phosphatase activity, fluorescence; higher % means a stronger effect; in the data active = inhibition above about 50%;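 also: plate controls were vehicle for no effect and reference inhibitor for full effect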
# Hsp70 displacement – Hsp70 inhibitors, probe displacement, primary screen, biochemical, fluorescence polarization (AID 583). actives 0.06% (n = 140,000). Hsp70 fluorescence polarization probe displacement, mP; higher % means a stronger effect. displacement, % at 20 µM; hits with a dose series show IC50 in µM; in the data active = displacement above about 50%;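 also: plate controls were vehicle for no effect and reference ligand for full effect; a part of the inactive calls stands beside numbers as strong as those of hits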
# Numbers without * were called inactive; x = not tested or not shown; & = joins results of further samples. Not all compounds are listed. The share of hits here may be higher or lower than overall.
MKP-3 inhibition | Hsp70 displacement | smiles
-1% | 12% | CCOC(=O)C1CCCN(C(=O)C2CCN(S(=O)(=O)c3cnc[nH]3)CC2)C1 (configuration not stated)
0% | -2.0% | C=CCN(CC=C)C(=O)CCc1ccccc1
-4% | -3.8% | COc1cccc(-c2nnc3sc(-c4ccc(C)cc4)nn23)c1
-8% | 0.2% | C(=C\c1ccccc1)/CSc1nnc(-c2cccnc2)o1
4% | -3.6% | COc1cccc(N2C(=O)C(=O)/C(=C(\O)c3ccccc3)C2c2cccc([N+](=O)[O-])c2)c1 (configuration not stated)
0% | -4.6% | O=C(O)CSc1nnc(-c2ccncc2)n1C1CCCCC1
-3% | -0.3% | CCOC(=O)C1CCN(Cc2cn[nH]c2-c2ccccc2)CC1
5% | 1.8% | Nc1[nH]n(-c2ccccc2)c(=O)c1N=Nc1ccc2[nH]c(=O)[nH]c2c1
-8% | 3.2% | O=C(CCC1CCCC1)N1CCC(N2CCN(c3ccccc3)CC2)CC1
0% | 3.1% | CCC1=NN(C(=O)c2cccnc2)C(O)(c2ccccc2)C1 (configuration not stated)
x | -0.9% | Clc1ccc(-c2cn3cccnc3n2)cc1
x | -0.1% | Cc1cccc2cc(C(c3nnnn3C(C)(C)C)N(Cc3ccco3)CC3CCCO3)c(=O)[nH]c12 (configuration not stated)
-1% | -3.6% | CCOC(=O)Nc1cc(Br)c2c(c1)OCCO2
4% | -0.4% | COc1cccc(-c2nc3cc(NC(=O)c4cccc(Cl)c4Cl)ccc3o2)c1
-9% | 2.1% | CCCOC(=O)CSC1=C(C#N)C(c2ccccc2Cl)CC(=O)N1 (configuration not stated)
x | 2.5% | CCCCc1nc(S(=O)(=O)c2ccc(Cl)cc2)c(N2CCOCC2)o1
-1% | 2.2% | O=C(COC(=O)c1cc(S(=O)(=O)N2CCOCC2)cs1)c1ccccc1
-8% | 9.1% | O=C(CSc1nnc(-c2ccc(NS(=O)(=O)c3ccccc3)cc2)o1)NCC1CCCO1 (configuration not stated)
-8% | 2.3% | Cc1ccccc1OCC1CN(CN2CCOCC2)C(=O)O1 (configuration not stated)
8% | -0.9% | C/C(=N\NC(=O)c1cc(-c2cccc([N+](=O)[O-])c2)n[nH]1)c1ccccc1O
0% | 2.0% | CC1=C(C(=O)Nc2ccc(C)cc2)C(c2ccccc2F)NC(=O)N1 (configuration not stated)
5% | 1.4% | NC1=NC(=O)/C(=C/c2ccc(OC(=O)c3ccccc3Br)cc2)S1
-5% | 4.7% | COc1ccc(-n2c(SCC#N)nnc2-c2ccc(NS(=O)(=O)c3ccc(C)cc3)cc2)cc1
3% | -1.6% | O=S(=O)(c1ccc(Cl)cc1)N1CCNCC1
3% | -0.3% | COc1cc2c(cc1NC(=O)c1c(-c3ccccc3)noc1C)oc1ccccc12
4% | -3.5% | CC(C)OC(=O)c1ccc(NC(=O)COc2cccc(Cl)c2)cc1
1% | -0.4% | O=C(Nc1ccc(N2CCCCC2)cc1)c1ccc([N+](=O)[O-])cc1
2% | -2.7% | O=C1C=C(c2cccs2)CC(c2ccccc2)C1n1nnc([N+](=O)[O-])n1 (configuration not stated)
-16% | x | O=C(NCc1ccc2c(c1)OCO2)C1CCN(Cc2cnn(-c3ccccc3)c2-n2cccc2)CC1
-5% | 6.2% | O=C(O)c1cccc(COCC(F)(F)C(F)F)c1

# Entries of single compounds, looked up by structure:
# NC1=NC(=O)/C(=C/c2ccc(OC(=O)c3ccccc3Br)cc2)S1 is listed as MKP-3 inhibition: 5%; Hsp70 displacement: 1.4%
# Cc1ccccc1OCC1CN(CN2CCOCC2)C(=O)O1 (configuration not stated) is listed as MKP-3 inhibition: -8%; Hsp70 displacement: 2.3%
# O=S(=O)(c1ccc(Cl)cc1)N1CCNCC1 is listed as MKP-3 inhibition: 3%; Hsp70 displacement: -1.6%

# (further entries)
MKP-3 inhibition | Hsp70 displacement | smiles
-8% | -4.1% | N#CCCn1c(SCC(=O)N2CCN(S(=O)(=O)c3ccccc3)CC2)nc2ccccc21
-20% | -2.4% | COC(=O)c1ccsc1NC(=O)CSc1nnnn1-c1ccccc1SC
-1% | 1.2% | COc1ccc(S(=O)(=O)Nc2ccc([N+](=O)[O-])cc2C)cc1
-6% | -1.5% | COc1ccc2oc(=O)c(C(=O)N3CCN(c4ccccc4)CC3)cc2c1
x | -6.8% | Cc1ccc(NC(=O)CN2C(=O)CSC2=O)cc1
-20% | -6.4% | CCOc1ccc(C2C(C(=O)OC)=C(C)N=C3SCCC(=O)N32)cc1OCC (configuration not stated)
0% | -3.3%&-2.0% | CN(C)c1ccc(NC(=O)N2CCOCC2)cc1
-6% | -4.2% | Cc1cc(C)c(C(=O)Nc2ccc(S(=O)(=O)Nc3onc(C)c3C)cc2)c(C)c1
0% | -0.3% | COC(=O)c1c(C)oc2cc(Br)c(OCc3ccccc3)cc12
x | -0.8% | Cc1ccc(-c2cc(-c3ccccc3C)[nH]n2)c(O)c1
7% | -1.1% | CCN1CCN(c2ncc(C(=O)N3CCCc4ccccc43)c3ccccc23)CC1
14% | 6.2% | O=C(NCCN1CCOCC1)c1cc(-c2ccc(Cl)cc2)on1
-4% | 9.6% | Cn1c(=O)c2c(nc(CN3CCN(C(=O)c4ccco4)CC3)n2Cc2ccccc2F)n(C)c1=O
-9% | 1.4% | O=C(C1CCC1)N1CCc2cc(S(=O)(=O)N3CCc4ccccc4C3)ccc21
1% | -2.3% | O=C(CSc1nc2ccc(N3C(=O)c4ccccc4C3=O)cc2s1)Nc1ccc(F)cc1
2% | -1.3% | CCOc1cc(C=C2C(=O)c3ccccc3C2=O)ccc1OCc1ccc(Cl)cc1Cl
1% | -3.4% | CCOc1cc(CNn2cnnc2)ccc1OCC(=O)NC1CCCCC1
-7% | 5.7% | CCC(C)(C)n1nnnc1CN(Cc1cccs1)Cc1cc2cc(OC)ccc2[nH]c1=O
x | -35% | Oc1ccccc1C1=NOC(O)(C(F)F)C1 (configuration not stated)
-11% | 7.0% | N#Cc1c[nH]n2c(=O)cc(Cc3ccccc3)nc12
-4% | 0.0% | O=S(=O)(NCC(c1cccnc1)N1CCN(c2ccccc2)CC1)c1cccs1 (configuration not stated)
-5% | -2.3% | Cc1[nH]n2c(=O)c3c(nc2c1-c1ccc(Cl)cc1)CCC3
0% | -1.8% | COc1ccc(CNCc2ccc(F)cc2)cc1OC
-9% | 2.4% | Cc1[nH]n2c(=O)c3c(nc2c1-c1ccccc1)CCCC3
x | 3.1% | Cc1cc2c3c(c1)C1(C(=O)N3C(C)(C)CC2C)C(C#N)=C(N)OC2=C1C(=O)CC(C)(C)C2 (configuration not stated)
x | -3.4% | COc1ccc(C(C)=O)cc1CSCCC#N
x | 6.5% | Cc1ccc(C(=O)Nc2cc(Cl)ccc2N2CCCCC2)s1
3% | -2.5% | CC(=O)NC1=NC(=O)/C(=C\c2ccc(C)o2)S1
0% | 2.4% | c1ccc(-c2nc(NC3CC3)nc(-n3ccnc3)n2)cc1
x | -2.4% | S=C(c1ccc[nH]1)N1CCOCC1

# An excerpt taken from the entries so far, for reference:
MKP-3 inhibition | Hsp70 displacement | smiles
0% | 2.4% | c1ccc(-c2nc(NC3CC3)nc(-n3ccnc3)n2)cc1
x | -2.4% | S=C(c1ccc[nH]1)N1CCOCC1

# An excerpt of these results, field by field:
Cc1[nH]n2c(=O)c3c(nc2c1-c1ccccc1)CCCC3
  MKP-3 inhibition = -9% | Hsp70 displacement = 2.4%

CCOc1cc(C=C2C(=O)c3ccccc3C2=O)ccc1OCc1ccc(Cl)cc1Cl
  MKP-3 inhibition = 2% | Hsp70 displacement = -1.3%

COc1ccc2oc(=O)c(C(=O)N3CCN(c4ccccc4)CC3)cc2c1
  MKP-3 inhibition = -6% | Hsp70 displacement = -1.5%

# (next part)
MKP-3 inhibition | Hsp70 displacement | smiles
-7% | 3.0% | Cc1ccc2c(CN3CCN(CCO)CC3)cc(=O)oc2c1
5% | -0.7% | COc1nccnc1NS(=O)(=O)c1ccc(NC(=O)c2ccc(C(C)=O)cc2)cc1
4% | -3.1% | CCOC(=O)C1=C(O)/C(=C/c2ccccc2)SC1=Nc1ccc(OC)cc1
-14% | 4.8% | Cn1nnc2cc(C(=O)N3CCSCC3)ccc21
5% | -0.8% | Cn1c(=O)c2c(nc(SCCN3CCCCC3)n2Cc2ccc(Cl)cc2)n(C)c1=O
-6% | 2.3% | c1ccc(OCCOc2ccccc2-c2nnco2)cc1
-2% | 6.1% | O=C1N=C(N2CCOCC2)S/C1=C/c1ccco1
x | 2.5% | CCOC(=O)N/N=C\c1ccc([N+](=O)[O-])o1
-2% | -0.5% | CSc1nc2ccc(NC(=O)C3CCCO3)cc2s1 (configuration not stated)
5% | -0.2% | Cc1nnc(NC(=O)CN2C(=O)/C(=C/c3cccc(Br)c3)SC2=S)s1
-4% | -1.9% | COc1cc(NC(=O)CCN2CCN(c3ccccc3F)CC2)cc(OC)c1
3% | -2.1% | COc1ccc(CC(=O)NCC2(c3ccccc3)CCCC2)cc1OC
0% | 0.9% | O=C(O)COc1ccc(N2C(=O)C=CC2=O)cc1
4% | 1.4% | Cc1cc(C)n(C(=O)c2ccc(C(C)(C)C)cc2)n1
0% | -7.3% | Cn1c(=O)n(C)c2cc(C(N)=O)ccc21
-7% | 3.0% | Cc1ccc(Cc2cnc(NC(=O)c3ccc(Cl)cc3)s2)cc1
5% | -4.4% | O=C1C(=O)N(CC2CCCO2)C(c2cccc([N+](=O)[O-])c2)/C1=C(/O)c1ccccc1 (configuration not stated)
-1% | -0.5% | Oc1c(Cl)cc(Cl)cc1/C=N/Nc1nnc(-c2ccccc2)c(-c2ccccc2)n1
-4% | 12% | NCc1ccc(-c2nc3ccccc3o2)cc1
-3% | 3.9%&0.1% | c1ccc2c(c1)ncn2CCOCCOCCn1cnc2ccccc21
0% | 1.9% | COc1ccc(OCCn2c(=O)c3cc4c(=O)n(CCOc5ccc(OC)cc5)c(=O)c4cc3c2=O)cc1
2% | 2.4% | CCCOC(=O)c1ccc(NC(=O)c2cccc([N+](=O)[O-])c2C)cc1
-17% | 2.9% | CCCCCC(=O)N(O)C1CC(=O)N(c2ccccc2)C1=O (configuration not stated)
0% | 5.0% | O=C(N/N=C/c1ccc(-c2cc(C(F)(F)F)ccc2Cl)o1)c1ccncc1
-4% | 3.9% | CCOC(=O)C1CCCN(C(=O)Cn2ncc3c(=O)oc4ccc(C)cc4c32)C1 (configuration not stated)
4% | -2.2% | CCc1c(C)c(C#N)c2nc3ccccc3n2c1N1CCN(C2=NCC(C)(C)S2)CC1
-6% | -3.6% | CCC1CCCCN1CCCNC(=O)C1CCN(S(=O)(=O)N2CCCCC2)CC1 (configuration not stated)
-13% | -1.9% | NC(=O)c1cnn2c(C(F)(F)F)cc(-c3ccccc3)nc12
10% | x | CCSc1nnc(NC(=O)CSc2nccn2-c2cccc(C)c2)s1
x | -1.0% | O=C(O)c1ccc(-n2nnnc2SCc2ccccc2)cc1
x | -0.3% | Cc1ccnc(Sc2ncccc2[N+](=O)[O-])n1
0% | 3.7% | Clc1ccc(Cc2nc(-c3ccncc3)no2)cc1
0% | 2.7% | CS(=O)(=O)N1CCN(Cc2ccccc2Cl)CC1
x | 0.4% | CCOC(=O)c1c(-c2ccccc2)oc2ccc(O)c(CN(C)C)c12
-7% | 1.4% | NC(=O)CSc1ncnc2c1oc1ccccc12
x | 1.2% | COc1cc(C(=O)OCC(=O)NCc2ccccc2)cc(NC(=O)c2ccco2)c1OC
1% | -0.3% | CCN(CC)S(=O)(=O)c1cc(C(=O)NC2CCCCC2)ccc1Cl
5% | -1.9% | Cc1ccc(C2=Nc3ccccc3Nc3c2cc([N+](=O)[O-])cc3[N+](=O)[O-])cc1
3% | 0.2% | O=C1c2ccccc2C(=O)N1c1ccc2[nH]c(=S)sc2c1
13% | -2.3% | O=C(Cn1cc(C=C2C(=O)NC(=S)NC2=O)c2ccccc21)Nc1ccccc1
2% | -4.5% | Cn1c(=O)c2[nH]c(N=Nc3c(O)[nH]c(=O)[nH]c3=O)nc2n(C)c1=O
5% | 5.0% | COc1cccc(N=c2ssc3c2-c2cc(C)c(C)cc2NC3(C)C)c1
x | 1.3% | CCOC(=O)N1CCN(S(=O)(=O)c2cccc3nsnc23)CC1
0% | 4.9% | Clc1ccc(-c2nnc(N3CCCC3)nn2)cc1
4% | -4.4% | Cc1c(OCC(=O)C(C)(C)C)ccc2c(-c3ccccc3)cc(=O)oc12
x | 1.2% | COC(=O)CCCC[C@@H]1SC[C@@H](NC(=O)OC)[C@@H]1NC(=O)OC
-5% | -5.1% | CCc1nnc(NC(=O)CSc2ncc(-c3ccccc3)n2CC)s1
x | -3.0% | Cc1ccc(-n2nc(C)c3c(C)cc(=O)[nH]c32)cc1
-2% | -3.5% | COCCn1c(SCC(=O)N2CCCC2)nnc1-c1ccoc1C
0% | 2.5% | COc1ccc(OCC(=O)Nc2ccc3oc(-c4ccccc4F)nc3c2)cc1
-13% | -6.7% | COc1ccccc1C(=O)N1CCN(S(=O)(=O)Cc2ccccc2)CC1
-2% | 5.0% | COC(=O)Cc1n[nH]c(=S)[nH]c1=O
2% | -4.8% | CCN(CC)CCCN1C(=O)C(=O)/C(=C(/O)c2ccccc2)C1c1cc(OC)ccc1OC (configuration not stated)
x | -1.0% | O=P(O)(CP(=O)(c1ccccc1)c1ccccc1)c1ccccc1O
-14% | -2.3% | COc1ccc(N2CCN(S(=O)(=O)c3ccc(Br)s3)CC2)cc1
0% | -2.2% | O=C(Nc1ccc(Cl)c(C(F)(F)F)c1)c1cccs1
-6% | 1.8% | Cc1ccccc1OC(C)C(=O)NC1CCCC1 (configuration not stated)

# Some of these compounds in order of their number in MKP-3 inhibition, smallest number first:
MKP-3 inhibition | Hsp70 displacement | smiles
-13% | -6.7% | COc1ccccc1C(=O)N1CCN(S(=O)(=O)Cc2ccccc2)CC1
0% | 2.7% | CS(=O)(=O)N1CCN(Cc2ccccc2Cl)CC1
5% | -1.9% | Cc1ccc(C2=Nc3ccccc3Nc3c2cc([N+](=O)[O-])cc3[N+](=O)[O-])cc1

# Compound activity: PubChem, Sanford-Burnham Center for Chemical Genomics
